GALK inh – galactokinase (human) inhibition. P51570. Purified GALK, Kinase-Glo residual ATP luminescence. Potency, µM (series often up to 57.5 µM), for inactives: at the top dose activity change, negative = inhibition, hits mostly inhibitors. 270,000 compounds, 0.007% hits. AID 1868; note: potency is the fitted concentration of half-maximal effect; % is set by controls: 0 for no effect and ±100 for the full control effect
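ATP-depletion format; final 35 uM ATP, 100 uM D-galactose, 5 nM enzyme; pH 8.0 HEPES/Mg2+ buffer; 60 min RT; luminescence read 10 min after detection reagent.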
USP2a block – USP2a (human) protease inhibition. USP2 core, Ub-CHOP2 coupled fluorogenic reporter, 485/531. 330,000 compounds, 0.01% hits. Potency, µM (titrated, usually from 38.3 µM), inactives show at the highest dose activity change, negative = inhibition, hits mostly inhibitors. O75604;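 note: potency is the fitted concentration of half-maximal effect; plate controls were DMSO wells for no effect and full inhibition by NEM control for full effect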
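Cell-free coupled assay: 10nM USP2 core preincubated 30min RT with compound in Tris-HCl pH 8.0/CaCl2/CHAPS buffer, then 25nM Ub-CHOP2 and 25nM reporter substrate; fluorescence (Ex 485/Em 531) read after 60min RT, normalized to NEM inhibition, concentration-response curves fitted.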
Mito fusion act – mitochondrial division inhibition or fusion activation. AID 485298. 320,000 compounds, 0.23% hits. Potency, µM (series often up to 46.1 µM), for the others: at the highest dose growth rescue (activation), usual class: activators. S. cerevisiae fusion-defective mutant growth rescue, CellTiterGlo 48 h;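 note: potency is the fitted concentration of half-maximal effect; % of control where 0% means no effect; nearly all actives have a fitted effect of over 45% in size; temperature-sensitive fusion mutants such as fzo1-1 at 37 °C on non-fermentable ethanol glycerol medium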
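Temperature-sensitive fusion-defective S. cerevisiae (e.g. fzo1-1, mgm1-5) were grown with compound in YPEG medium (3% ethanol, 3% glycerol) for 48 hours at 37C. Growth rescue was measured as viability by CellTiterGlo luminescence after 10 minutes at ambient.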
TSHR antagonist – blocks TSH signaling through the human TSH receptor. 330,000 compounds, 0.2% hits. TSHR-expressing cells, TSH-stimulated cAMP HTRF, 2 h; active compounds read low. P16473. activity change, negative = inhibition, % at 11.5 µM. AID 504810;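 active = activity change below a set negative limit, meaning inhibition stronger than a set level, cut at about -70% in these data; inconclusive = activity change between two set negative limits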; note: % is set by controls: 0 for no effect and ±100 for the full control effect
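Freshly harvested TSHR cells receive pin-tooled compound, then EC80 TSH at 4nM final. After 2 hours at 37 deg C, antibody in lysis buffer and cAMP-d2 are added; 30 minutes at ambient temperature precede the HTRF read.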
PKM2 activator – PKM2 (human) enzyme activation | P14618 | purified PKM2, Kinase-Glo ATP luminescence, activation; response scale: 0% is enzyme alone, no compound | Potency, µM (titrated, usually from 57.5 µM), without a hit: at the highest dose activation, hits mostly activators | 260,000 compounds, 0.34% hits; note: potency is the fitted concentration of half-maximal effect; % is set by controls: 0 for no effect and ±100 for the full control effect; nearly all actives have a fitted effect of over 55% in size
Target sequence (P14618 whole entry, looked up): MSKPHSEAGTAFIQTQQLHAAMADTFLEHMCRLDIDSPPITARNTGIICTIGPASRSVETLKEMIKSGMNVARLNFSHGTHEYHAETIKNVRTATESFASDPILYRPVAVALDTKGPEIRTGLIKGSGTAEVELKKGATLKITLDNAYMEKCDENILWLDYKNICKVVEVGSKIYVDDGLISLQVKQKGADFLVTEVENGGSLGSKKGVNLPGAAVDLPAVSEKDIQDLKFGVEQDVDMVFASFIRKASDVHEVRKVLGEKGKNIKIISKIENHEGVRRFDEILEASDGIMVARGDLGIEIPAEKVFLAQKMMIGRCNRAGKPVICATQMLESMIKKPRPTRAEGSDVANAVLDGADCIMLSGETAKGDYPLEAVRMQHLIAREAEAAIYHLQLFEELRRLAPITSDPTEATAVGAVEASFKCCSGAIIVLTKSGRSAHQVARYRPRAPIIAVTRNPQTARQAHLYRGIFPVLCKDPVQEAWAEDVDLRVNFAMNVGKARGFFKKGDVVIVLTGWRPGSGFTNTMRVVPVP
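Purified hPK-M2 (>95% pure) converted ADP (0.1 mM final) to ATP with 0.5 mM PEP in 50 mM imidazole pH7.2, KCl, MgCl2, Tween 20, BSA; 1 h at room temperature. ATP detected by Kinase-Glo luminescence.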
Eya2 phos inh – Eya2 (human) phosphatase inhibition; 330,000 compounds, 0.006% hits; Potency, µM (highest dose often 76.9 µM), inactives show at the highest dose activity, negative = inhibition, actives largely listed as inhibitors; recombinant Eya2, OMFP fluorescence dephosphorylation (OMFP is methylfluorescein phosphate); note: potency is the fitted concentration of half-maximal effect; % is set by controls: 0 for no effect and ±100 for the full control effect
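Eya2 protein (added as 0.2 uM solution) was preincubated with compound for 10 min at ambient temperature in 50 mM HEPES pH 7.5, 50 mM NaCl, 5 uM MgCl2, 0.05% BSA, 1 mM DTT. OMFP (added at 50 uM) then reacted 10 min; fluorescence read at 485/525 nm.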
Chronic BCR inh – inhibitors of chronic active B-cell receptor signaling | ABC-DLBCL IkBa-CBG/CBR reporter, luminescence ratio, 4 h | Potency, µM (top dose mostly 46.1 µM), inactives show at the highest dose ratio change, negative = lower green/red ratio, most hits filed as inhibitors | 340,000 compounds, 0.05% hits | AID 493014; active = well fitted inhibition curve with a large enough effect in the signal ratio, with a control signal flat, not every such curve was filed as active; inconclusive = small, poorly fitted or top-dose-only effect, or effect the other way, or a change in a side signal; the % refers to the signal ratio;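 note: potency is the fitted concentration of half-maximal effect; plate controls were basal doxycycline-induced cells for no effect and cells given 10 µM MG132 for full effect; MG132 reads +100%, hits lower the ratio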
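Cell line TMD8 (human ABC DLBCL), stably expressing tet-inducible CBG68-IkBa fusion and CBR; IMDM/0.5% FBS; cpd up to 46 uM; dox induction, 4 h, 37C/5% CO2; dual luminescence; green/red ratio; MG132 control.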
hERG WT inh – blocks the wildtype human KCNH2 potassium channel; 340,000 compounds, 0.37% hits; AID 720551; U2OS, BacMam KCNH2, thallium flux FluxOr; active compounds read low; activity change, % at 1.84 µM;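 active = maximum activity change below -70%; inconclusive = maximum activity change between -70% and -50%; inactive = maximum activity change above -50%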; note: % is set by controls: 0 for no effect and ±100 for the full control effect
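U2OS cells were transduced with wild-type KCNH2 virus (2.03 x 10^8 / mL) for 4 h at room temperature, then cultured overnight at 37 C. Thallium flux was read with FluxOr dye. Rate constants were normalized to DMSO controls.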
MBNL1-CUG inh – blocks human MBNL1 binding to CUG repeat RNA; TR-FRET MBNL1-His/biotin-(CUG)12 binding, 665/545 ratio; Potency, µM (doses to about 57.5 µM), inactives show at the highest dose activity change, negative = inhibition, usual class: inhibitors; 280,000 compounds, 0.036% hits; active = well fitted inhibition curve with a large enough effect in the signal ratio, with a control signal flat, not every such curve was filed as active; inconclusive = small, poorly fitted or top-dose-only effect, or effect the other way, or a change in a side signal; inactive = no such curve, though single readings can be large or run the other way; the % refers to the signal ratio; note: potency is the fitted concentration of half-maximal effect; % is set by controls: 0 for no effect and ±100 for the full control effect
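TR-FRET readout: Ex 340 nm, 665/545 nm emission ratio, normalized to buffer-only (basal) and MBNL1-(CUG)12 controls. Complex of MBNL1-His with Biotin-(CUG)12, compounds 92 nM–58 uM, incubated 60 min at room temperature.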
S-ASM inh – inhibitors of human secretory acid sphingomyelinase | placental ASM, HMU-PC fluorogenic substrate, 60 min | Potency, µM (top dose mostly 57.5 µM), without a hit: top-dose activity change, negative = inhibition, hits mostly inhibitors | 340,000 compounds, 0.006% hits; note: potency is the fitted concentration of half-maximal effect
Target sequence (P17405 47-631 limits assumed): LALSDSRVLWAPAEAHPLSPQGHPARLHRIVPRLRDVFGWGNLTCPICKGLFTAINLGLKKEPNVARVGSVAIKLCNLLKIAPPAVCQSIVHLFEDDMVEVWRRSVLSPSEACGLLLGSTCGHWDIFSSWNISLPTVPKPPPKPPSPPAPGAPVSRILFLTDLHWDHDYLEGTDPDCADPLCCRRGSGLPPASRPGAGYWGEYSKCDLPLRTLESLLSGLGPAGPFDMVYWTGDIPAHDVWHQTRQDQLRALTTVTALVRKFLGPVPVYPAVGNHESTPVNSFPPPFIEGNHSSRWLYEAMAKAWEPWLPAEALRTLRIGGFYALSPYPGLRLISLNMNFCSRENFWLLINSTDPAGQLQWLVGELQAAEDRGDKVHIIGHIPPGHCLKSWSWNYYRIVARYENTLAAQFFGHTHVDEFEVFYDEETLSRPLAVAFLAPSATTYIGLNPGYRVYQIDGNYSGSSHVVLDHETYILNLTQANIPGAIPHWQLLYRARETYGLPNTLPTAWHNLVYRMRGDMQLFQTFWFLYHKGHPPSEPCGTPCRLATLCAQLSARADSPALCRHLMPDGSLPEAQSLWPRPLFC
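Fluorescence read-out (Ex 386 nm, Em 447 nm) after stopping the reaction at pH 10. Enzyme: ASM from human placenta; substrate HMU-PC0, 9 uM final; 60 min, 37 °C. Compound preincubation 10 min, ambient temperature.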
Menin-MLL TR inh – inhibitors of human menin-MLL interaction, mutant MLL peptide. AID 1768. 270,000 compounds, 0.23% hits. Potency, µM (doses to about 61.6 µM), inactives show top-dose FP activity change, negative = inhibition, usual class: inhibitors. Menin + Texas Red MLL mutant peptide, fluorescence polarization; active = well fitted inhibition curve with a large enough effect in the polarisation, with a control signal flat, not every such curve was filed as active; inconclusive = small, poorly fitted or top-dose-only effect, or effect the other way, or a change in a side signal; inactive = no such curve, though single readings can be large or run the other way; the % refers to the polarisation; note: potency is the fitted concentration of half-maximal effect; % of control where 0% means no effect; many of its hits are not listed in these tables
* = called active by the depositor; i = inactive; ? = inconclusive; . = not tested or not shown; [ ] = remark or other dose. Unless noted, calls come from the whole dose curve; as a rule, active = well fitted curve in the direction sought with a large enough effect; inconclusive = small, poorly fitted or top-dose-only effect, or another doubt; inactive = no such curve, though single readings can be large; an effect the other way counts as inactive or inconclusive.

SMILES	GALK inh	USP2a block	Mito fusion act	TSHR antagonist	PKM2 activator	Eya2 phos inh	Chronic BCR inh	hERG WT inh	MBNL1-CUG inh	S-ASM inh	Menin-MLL TR inh
COC(=O)c1cc(NC(=O)CN(c2ccc(OC)cc2)S(=O)(=O)c2ccc(F)cc2)ccc1Cl	-2%	-9%	14%	-17	7%	0%	?	10	-6%	-13%	7%
COc1ccc(C(C)=O)cc1COC(=O)C1CCN(C(=O)c2ccc(Cl)cc2)CC1	.	2%	.	-13	.	-17%	-5%	15	.	-1%	.
CCc1ccc(-c2ccc(SCc3ccccn3)nn2)cc1	4%	-7%	?	-9	0%	-11%	5%	2	66%[activator]	4%	29%
Nc1c(C(=O)O)sc2nc(-c3ccccc3)c3c(c12)CCCC3	-2%	6%	3%	-4	11%	0%	13%	0	4%	6%	-3%
CC1CCN(CCc2nc3cc(NC(=O)COc4ccc(Cl)cc4)ccc3n2C)CC1	-4%	1%	4%	1	.	-7%	-1%	11	-1%	-1%	.
Cc1nc(=O)c(-c2ccccc2)c(C)n1CCCO	3%	-6%	3%	5	-1%	23%	-2%	1	-3%	3%	-10%
CC(C)C(=O)Nc1ccc(-c2ccc3nncn3n2)cc1	0%	-1%	3%	-3	1%	-19%	?	-8	?	14%	-5%
CC(/C=C1\SC(=S)N(CCC(=O)Nc2ccccc2O)C1=O)=C\c1ccccc1	-1%	1%	1%	-13	1%	-1%	0%	9	10%	-2%	?
CC(OC(=O)COc1ccccc1Cc1ccccc1)C(=O)N(C)c1ccccc1 (configuration not stated)	.	3%	21%	-5	.	-17%	-3%	2	.	-3%	.
Nc1nc(N2CCCCC2)nc(N2CCCCC2)n1	1%	-1%	-1%	13	4%	15%	?	6	-12%	-2%	-2%
NC(=O)c1ccccc1NC(=O)Nc1cccc2ccccc12	-1%	8%	3%	-8	3%	-3%	?	-10	17%	5%	25%
O=S(=O)(c1ccccc1)N1CCCc2ccccc21	6%	0%	2%	-10	-1%	4%	6%	.	-5%	.	10%
COc1cccc(C(=O)NCCS(=O)(=O)NCc2ccc3c(c2)OCO3)c1	.	0%	-2%	-1	.	26%	?	-1	.	2%	.
Cn1c(=O)cc(SCC(=O)Nc2ccc3c(c2)OCO3)c2ccccc21	2%	0%	2%	12	-3%	-2%	?	-11	-7%	-2%	-16%
N=c1c2c3c(sc2nc2n1CCC2)CCCC3	5%	1%	-2%	6	1%	-7%	-6%	-3	3%	-1%	9%
O=C(Nc1nnc(-c2ccccc2)o1)c1cccc(N2C(=O)CCC2=O)c1	-5%	3%	-5%	-6	-6%	5%	?	-9	5%	-2%	-3%
O=C(CCCOc1ccccc1)NCC1CCCO1 (configuration not stated)	0%	4%	-1%	67	2%	6%	8%	-12	-8%	5%	-16%
COc1ccc(CCNC(=O)COC(=O)COc2c(C)cc(C)cc2C)cc1OC	-3%	0%	-3%	-2	-1%	1%	-1%	6	-1%	2%	-1%
CC1(C)CC(=O)C2=C(C1)OC(N)=C(C#N)C21CCC2(CC1)OCCO2	-1%	.	4%	.	3%	.	.	-3	8%	3%	-12%
Cc1ccc(S(=O)(=O)CC(CN2CCCCC2)N2CCCCC2)cc1 (configuration not stated)	-1%	0%	-38%[inhibitor]	21	0%	-10%	?	0	3%	-3%	?

Copied from the entries so far (7 entries):
SMILES	GALK inh	USP2a block	Mito fusion act	TSHR antagonist	PKM2 activator	Eya2 phos inh	Chronic BCR inh	hERG WT inh	MBNL1-CUG inh	S-ASM inh	Menin-MLL TR inh
Cn1c(=O)cc(SCC(=O)Nc2ccc3c(c2)OCO3)c2ccccc21	2%	0%	2%	12	-3%	-2%	?	-11	-7%	-2%	-16%
N=c1c2c3c(sc2nc2n1CCC2)CCCC3	5%	1%	-2%	6	1%	-7%	-6%	-3	3%	-1%	9%
O=C(Nc1nnc(-c2ccccc2)o1)c1cccc(N2C(=O)CCC2=O)c1	-5%	3%	-5%	-6	-6%	5%	?	-9	5%	-2%	-3%
O=C(CCCOc1ccccc1)NCC1CCCO1 (configuration not stated)	0%	4%	-1%	67	2%	6%	8%	-12	-8%	5%	-16%
COc1ccc(CCNC(=O)COC(=O)COc2c(C)cc(C)cc2C)cc1OC	-3%	0%	-3%	-2	-1%	1%	-1%	6	-1%	2%	-1%
CC1(C)CC(=O)C2=C(C1)OC(N)=C(C#N)C21CCC2(CC1)OCCO2	-1%	.	4%	.	3%	.	.	-3	8%	3%	-12%
Cc1ccc(S(=O)(=O)CC(CN2CCCCC2)N2CCCCC2)cc1 (configuration not stated)	-1%	0%	-38%[inhibitor]	21	0%	-10%	?	0	3%	-3%	?

(listing goes on)
SMILES	GALK inh	USP2a block	Mito fusion act	TSHR antagonist	PKM2 activator	Eya2 phos inh	Chronic BCR inh	hERG WT inh	MBNL1-CUG inh	S-ASM inh	Menin-MLL TR inh
COc1cc2c(cc1OC)C(C)N(C(=O)c1sc(-c3cnccn3)nc1C)CC2 (configuration not stated)	-1%	0%	0%	-9	2%	-2%	-7%	-2	?	0%	.
CCC(C)[C@H](NC(=O)NCc1ccccc1Cl)C(=O)OC (some centres not stated)	7%	1%	6%	-1	2%	11%	?	3	-2%	-3%	-5%
O=C(NCC(=O)N1CCCC1)c1ccc(Br)o1	1%	2%	-2%	10	-1%	9%	3%	0	-5%	-1%	10%
COC(=O)Nc1ccc(S(=O)(=O)N2CCCC(C(=O)Nc3cccc4c3OCCO4)C2)cc1 (configuration not stated)	-3%	-2%	3%	-12	-13%	2%	?	0	5%	-6%	-4%
Cc1ccccc1OC(C)C(=O)Nc1ccc2c(c1)OCCO2 (configuration not stated)	-2%	1%	8%	4	-5%	-2%	-18%	-16	4%	-2%	.
COCCCNC(=O)c1cc2cc([N+](=O)[O-])cc(OC)c2oc1=O	7%	2%	-7%	17	-9%	0%	-6%	-6	8%	4%	-14%
O=C(COC(=O)c1ccc(F)c(S(=O)(=O)N2CCOCC2)c1)NCCc1ccc(F)cc1	.	-1%	.	-2	.	5%	?	-23	.	-2%	.
Cc1ccc(C)c(Cn2nnc(C(=O)Nc3ccc4c(c3)OCCO4)c2N)c1	.	2%	25%	-12	.	-33%	?	-9	.	.	.
Cc1cccnc1CCNC(=O)c1ccc(OC2CCN(Cc3ccccn3)CC2)cc1	-5%	0%	4%	51	1%	11%	-2%	21	-2%	7%	.
COC(=O)NCC(c1ccco1)N1CCN(c2ccccc2)CC1 (configuration not stated)	8%	0%	-4%	2	-14%	-5%	0%	4	-9%	0%	-8%
O=c1[nH]c2ccccc2c(=O)n1CCCO	1%	3%	-3%	28	2%	9%	-5%	6	9%	4%	-6%
O=C(CSc1nnnn1-c1ccccc1)c1cc2ccccc2oc1=O	0%	0%	9%	-7	12%	-24%	-2%	4	?	1%	?
Cc1cc(C)nc(SCc2cnc(C)nc2N)n1	-1%	-1%	0%	-7	-10%	-1%	-1%	-4	-3%	2%	1%
Nc1ccc2nn(-c3ccccc3)nc2c1	3%	-6%	2%	3	7%	-13%	?	-3	16%	i	?
O=C(CN1C(=O)N/C(=C\c2ccccc2OCc2ccc(C(=O)O)cc2)C1=O)Nc1ccccc1F	-9%	0%	-1%	-10	.	5%	?	-7	?	11%	?
COCCCNC(=O)C(=O)NCC1CCCN1S(=O)(=O)c1cccs1 (configuration not stated)	.	0%	0%	-12	.	-4%	10%	-1	.	4%	.

Bioassay records: PubChem, National Center for Advancing Translational Sciences (NCATS)

Some of the compounds tested; count on the stated rates, not on these rows.
